Compound activity deposited in PubChem by Sanford-Burnham Center for Chemical Genomics.
LYP inhibition – inhibitors of LYP phosphatase, biochemical, fluorescence intensity, uHTS (AID 1779); recombinant LYP phosphatase, fluorescence intensity; higher % means a stronger effect; inhibition, % at 11.5 µM, or IC50 in µM where a hit was titrated; 290,000 compounds, 0.054% hits; in the data active = inhibition above about 50%;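 also: plate controls were vehicle with enzyme for no effect and no enzyme for full effect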
The depositor's hits bear a star. A portion of the library, so the mix of outcomes need not match the whole.

SMILES	LYP inhibition
CCCOc1ccc(C2C(C(=O)c3ccc(C)o3)=C(O)C(=O)N2Cc2ccco2)cc1OCC (configuration not stated)	-4%
COC(=O)NCC(c1ccc2c(c1)OCO2)N1CCN(c2ccccc2)CC1 (configuration not stated)	-14%
CC(=O)c1c(Cl)nc2cccc3c2c1-c1ccccc1C3=O	-7%
COc1ccc(CNC(=O)CCCn2ccc3cc(S(=O)(=O)N4CCCC4)ccc32)cc1	-5%
O=C(COc1ccc2ccc(=O)oc2c1)NCCCn1ccnc1	-6%
Cn1c(=O)n(C)c2cc(NC(=O)c3ccc(F)cc3)c(Br)cc21	-7%
O=C(C1CCC(=O)N(C2CC2)C1)N1CCC(Oc2cccc(C(F)(F)F)c2)CC1 (configuration not stated)	-12%
CCOC(=O)C1CCN(S(=O)(=O)c2ccc3c(c2)NC(=O)C(C)S3)CC1 (configuration not stated)	-8%
O=C(CCNC(=O)c1ccco1)Nc1ccccc1	-4%
Cc1ccccc1CCNC(=O)C1CCC(=O)N(Cc2ccc(Cl)cc2)C1 (configuration not stated)	-1%
CN(C)C(=O)CN1c2cccc3cccc(c23)S1(=O)=O	-5%
CCOc1ccc(C(=O)n2cc(C(=O)OC)c3ccccc32)cc1	-3%
O=C(CC12CC3CC(CC(C3)C1)C2)Nc1c(F)cccc1F	-6%
CC(=O)CCC(=O)NC1CCCc2c1cnn2-c1ccc(C(C)(C)C)cc1 (configuration not stated)	-8%
Cc1nn(S(=O)(=O)c2ccccc2)c(C)c1S(=O)(=O)N1CCOCC1	-10%
Cc1ccc(N(CC(=O)NCc2ccc(F)cc2)S(=O)(=O)c2c(C)n[nH]c2C)cc1	-8%
CC(C)C[C@H](NC(=O)c1[nH]cnc1C(=O)N[C@@H](Cc1ccccc1)C(=O)OCc1ccccc1)C(=O)OC(C)(C)C	1%
COc1cc(NC(=O)CN2C(=O)CSc3ccc(S(=O)(=O)N4CCCC4)cc32)cc(OC)c1	-8%
CCC(C)(C)n1nnnc1C(c1ccc(OC)cc1)N1CCN(C(=O)c2ccco2)CC1 (configuration not stated)	-6%
CC(C)CNC(=O)CN1C(=O)NC2(CCc3ccccc32)C1=O (configuration not stated)	-9%
O=C1OCCN1c1c(-c2ccccc2)c(-c2cccs2)nc2c(-c3ccccc3)cccc12	-2%
CCOc1ccc(C(C)C)cc1S(=O)(=O)N1CCN(C(=O)c2ccco2)CC1	-8%
COCCCNC(=O)CN1C(=O)c2cccc3cccc1c23	-6%
C=C(c1ccccc1C)[n+]1ccccc1	-10%
COc1cccc(/C=C2\SC(=S)N(CCC(=O)NNC(=O)c3ccccc3OC)C2=O)c1	-4%

The closing six compounds of the section before are carried over, then new ones follow.
SMILES	LYP inhibition
CC(C)CNC(=O)CN1C(=O)NC2(CCc3ccccc32)C1=O (configuration not stated)	-9%
O=C1OCCN1c1c(-c2ccccc2)c(-c2cccs2)nc2c(-c3ccccc3)cccc12	-2%
CCOc1ccc(C(C)C)cc1S(=O)(=O)N1CCN(C(=O)c2ccco2)CC1	-8%
COCCCNC(=O)CN1C(=O)c2cccc3cccc1c23	-6%
C=C(c1ccccc1C)[n+]1ccccc1	-10%
COc1cccc(/C=C2\SC(=S)N(CCC(=O)NNC(=O)c3ccccc3OC)C2=O)c1	-4%
O=C(O)C1CCN(C(=O)c2ccccc2N2C(=O)[C@@H]3Cc4c([nH]c5ccccc45)C(c4cccc(Cl)c4)N3C2=O)CC1 (some centres not stated)	-1%
CCOc1ccc(NC(=O)CSc2nc(N3CCOCC3)nc(N3CCOCC3)n2)cc1	-8%
CC(C)(CO)NC(=O)C(Cc1ccccc1)N1C(=O)c2ccccc2C1=O (configuration not stated)	-11%
CC(=O)O[C@H]1[C@H](C)OC=C[C@@H]1OC(C)=O	-13%
Cc1cccc(N2CCN(S(=O)(=O)c3ccc4c(c3)OCCO4)CC2)c1C	-12%
COc1cccc(NC(=O)CN2C(=O)NC(c3ccccc3)(c3ccccc3)C2=O)c1	4%
C=CCNC(=S)N/N=C/c1ccccc1OCCOc1ccccc1	-8%
COc1ccc(N(CC(=O)NCCSC2CCCCC2)S(=O)(=O)c2ccccc2)c(OC)c1	-3%
O=C(CSc1nnc(CNC(=O)c2ccc(F)cc2)o1)NCc1ccc2c(c1)OCO2	-7%
COc1ccc(C2=NN(C(=O)c3ccncc3)C(c3ccccc3O)C2)cc1 (configuration not stated)	5%
FC(F)(F)c1ccc(CN2CCN(Cc3ccco3)CC2)cc1	-13%
CCC(C)[C@H](NC(=O)[C@@H]1Cc2ccccc2CN1)C(=O)Nc1ccc2c(c1)OCO2 (some centres not stated)	0%
C[C@]12C(=O)N(c3ccc(Br)cc3)C(=O)N1[C@@H]1c3ccccc3OC[C@@H]1[C@H]2c1ccccc1	-1%
CC(C)C(=O)N1CCN(CCN2C(=O)c3cccc4cccc(c34)C2=O)CC1	-8%
COc1ccccc1NC(C)=[N+](C)CCNS(=O)(=O)c1ccc(Cl)cc1	-8%
Cc1cc(=O)n2nc(N3CCC(C(=O)NCC(C)c4ccccc4)CC3)sc2n1 (configuration not stated)	-10%
CS(=O)(=O)c1ccc(NC(=O)c2cccc(S(=O)(=O)N3CCN(Cc4ccccc4)CC3)c2)cc1	-3%
O=C(Nc1cccc(-n2cnnn2)c1)c1ccc(Cl)cc1Cl	-13%
CSc1ncccc1C(=O)N(C)CC(=O)Nc1ccc(Cl)c(C(F)(F)F)c1	-2%
Cc1ccc(SCC(=O)NC2CCCCCC2)cc1	-3%
Cc1cc(C)cc(N(CC(=O)Nc2cc(C)ccc2C)S(=O)(=O)c2c(C)[nH]c(=O)[nH]c2=O)c1	-12%
COCCNC(=O)C(=O)Nc1cc2c3c(c1)CC(=O)N3CCC2	-5%
COc1ccc(-n2c(SCC(=O)O)nc3sc4c(c3c2=O)CCCC4)cc1	1%
Cc1ccc(C(=O)NCCCNC(=O)c2ccco2)cc1C	-4%
CCOC(=O)C1CCN(C(=O)C2CCCN(c3ncnc4c3nc3n4CCCCC3)C2)CC1 (configuration not stated)	-8%

(cont.)
SMILES	LYP inhibition
Cc1ccc(CCNC(=O)c2cc(S(=O)(=O)N3CCCC3)cn2C)cc1	-13%
O=C(Cc1c(F)cccc1Cl)NCc1cccnc1	-11%
O=C(O)c1cccc(NC(=S)NC(=O)c2cccc(OCc3ccccc3)c2)c1	-4%
CCOC(=O)c1c(SC)n(-c2ccccc2)c(=S)n(-c2ccccc2)c1=O	-7%
COc1cc(C2/C(=C(\O)c3ccc4c(c3)OCCO4)C(=O)C(=O)N2Cc2ccccc2)ccc1O (configuration not stated)	-4%
COc1cc(C2c3[nH]c4ccccc4c3C[C@@H]3C(=O)N(Cc4ccco4)CC(=O)N23)cc(OC)c1OC (some centres not stated)	-1%
Cn1c(CCN2CCN(c3ccccn3)CC2)nc2cc(NS(=O)(=O)c3ccccc3)ccc21	-11%
Cc1ccc(/C=C2\SC(=S)N(CCC(=O)NNC(=O)c3ccccc3O)C2=O)cc1	-5%
O=C(CNC(=O)c1ccc(Br)o1)NNC(=O)c1ccccc1F	-8%
CN1CCC(N(C)C(=O)c2ccccc2F)CC1	-7%
CCN(CC(=O)Nc1c(F)cccc1F)C(=O)C1CC(=O)N(c2ccccc2OC)C1 (configuration not stated)	-12%
O=C(c1cc2ccccc2cc1O)N1CCN(c2ccccn2)CC1	2%
COc1cccc(/C=C/c2[nH]c(=O)[nH]c(=O)c2[N+](=O)[O-])c1O	-3%
Cc1ccc(N(C(=O)c2csnn2)C(C(=O)NC2CCCCC2)c2cccnc2)cc1 (configuration not stated)	-6%
COc1ccc(CCN2CC(C(=O)NCC3(O)CCCCC3)CCC2=O)cc1 (configuration not stated)	-9%
CCOC(=O)Cn1cc(C(=O)C(=O)N2CCOCC2)c2ccccc21	-8%
CC(=O)Oc1ccc(N2C(=O)c3cccc4c([N+](=O)[O-])ccc(c34)C2=O)cc1	-4%
CCC(NC(=O)Cc1c(C)c2ccc(OC)c(C)c2oc1=O)C(=O)NC(Cc1ccc(Cl)cc1)C(=O)O (configuration not stated)	-3%
CSc1ccccc1OCc1cc(C(=O)N(C)CCc2c(C)n[nH]c2C)no1	-8%
O=C(CSc1nc2ccccc2s1)NCC1CCCO1 (configuration not stated)	-10%
Cc1ccc(N(CC(=O)NCc2ccc(F)cc2)C(=O)c2snc(C(N)=O)c2N)cc1C	-8%
CCOc1ccccc1CN1CCN(Cc2c[nH]c3ccccc23)CC1CCO (configuration not stated)	-10%
COc1ccc(CNC(=O)C2CCCN2C(=O)NCc2ccccc2)cc1 (configuration not stated)	-10%
Cc1cccn2c(=O)c(/C=C(\C#N)C(=O)NC3CCS(=O)(=O)C3)c(Oc3ccc(F)cc3)nc12 (configuration not stated)	-15%
Cc1ccccc1NC(=S)NC(=O)Cc1ccc(Cl)cc1	-3%

New compounds follow
SMILES	LYP inhibition
CCCCCCOc1ccc(/C(C)=N/NC2=NCCN2)cc1	-5%
O=C(NC1CCCC1)C(=O)c1c[nH]c2ccccc12	-11%
Cc1cccc(Nc2nc(C)cc(C)c2C#N)c1	-4%
Cn1c(-c2ccccc2)cnc1NCc1ccc(-c2ccccc2)cc1	-6%
Cc1cc(-c2ccc(S(=O)(=O)N3CCN(c4ccccc4F)CC3)s2)on1	-5%
CC(CCc1ccccc1)NC(=O)CCC(=O)N1CCC(C(=O)O)CC1 (configuration not stated)	-7%
CNC(=O)c1c(NC(=O)C2=COCCO2)sc2c1CCCC2	-7%
COc1cccc(C2N(Cc3ccccc3)C(=O)C2(F)F)c1OC (configuration not stated)	-1%
O=C(NCCCN1CCCC1)c1ccc(CS(=O)(=O)c2ccc(Cl)cc2)o1	-9%
Cc1ccc(NC(=O)C2CCN(c3ncnc4c3nc3n4CCCCC3)CC2)nc1	-5%
Cn1c(CNC(=O)CCNC(=O)c2ccc(F)c(F)c2)cc(=O)n(C)c1=O	-11%
CCCc1ccc(S(=O)(=O)N2CCN(Cc3ccco3)CC2)cc1	-10%
CC(NC(=O)CCc1nc2cc(S(=O)(=O)N3CCOCC3)ccc2n1C)c1ccc(S(N)(=O)=O)cc1 (configuration not stated)	-7%
CC(C)(C)c1nc(NCCO)c2nnn(Cc3ccccc3)c2n1	-6%
CN(CC(=O)Nc1ccccc1Cl)C(=O)COC(=O)c1cnccn1	-12%
CCC(NC(=O)C1C2C=CC(C2)C1C(=O)O)c1ccc(C)cc1 (configuration not stated)	-3%
CCOC(=O)C1(CCOc2ccccc2)CCN(Cc2ccc(C#CCCO)cc2)CC1	-1%
CCn1c(SCC(=O)Nc2cc(OC)ccc2OC)nc2c(c1=O)SCC2	-3%
O=C(COC(=O)CSc1ccc(F)cc1)NCC1CCCCC1	-11%
Cc1c(CCO)c(=O)[nH]n1S(=O)(=O)c1ccc(Cl)cc1Cl	-10%
CC1CC(C)CN(C(=O)CSc2nnc(N)s2)C1 (configuration not stated)	0%
CCC(C)NC(=O)CSc1nc2c(sc(=S)n2-c2cc(Cl)ccc2OC)c(=O)[nH]1 (configuration not stated)	-6%
Cc1cc(OCC(=O)N(C)Cc2ccccc2)ccc1Br	-5%
COc1ccc(S(=O)(=O)N2CCOC2CNC(=O)C(=O)NCC(C)C)cc1OC (configuration not stated)	-4%
CC(=O)N1c2ccc(S(=O)(=O)N3CCC(C(=O)N4CCCC(C)C4)CC3)cc2CC1C (configuration not stated)	-8%

The list goes on.
SMILES	LYP inhibition
Cc1c(C(=O)Nc2ccccn2)sc2nc3n(c(=O)c12)CCC3	-4%
CSc1ccccc1-c1nnc(NC(=O)Cc2ccccc2)o1	0%
COCCC1CCCCN1C(=O)c1cc(COc2ccc(C)nc2)on1 (configuration not stated)	-6%
COc1cccc(N2CCN(C(=O)c3ccc(CS(=O)c4ccccc4C)o3)CC2)c1 (configuration not stated)	-8%
Cc1ccc(CNC(=O)CCCC(=O)c2ccccc2)cc1	-10%
COc1cc(NC(=O)CCc2c(C)[nH]c(=O)c(C#N)c2C)cc(OC)c1	-9%
NNC(=O)c1[nH]c(-c2ccccc2)cc1-c1ccccc1	-5%
Cc1ccc2c(c1)N(CC(=O)NC(C)CCc1ccccc1)C(=O)c1cccnc1O2 (configuration not stated)	-7%
CCC(C)c1ccc(NC(=O)c2ccco2)cc1 (configuration not stated)	-15%
COc1ccc(NC(=O)C/C(C)=N/NC(=O)c2cccs2)c([N+](=O)[O-])c1	-5%
Cc1ccccc1NS(=O)(=O)c1cccc2nsnc12	-3%
COc1ccc(CN2CCN(CC3CC3)CC2CCO)c(C)c1C (configuration not stated)	-6%
COc1cc(SC)ccc1C(=O)Nc1cccc(C2OCCCO2)c1	-1%
COc1ccc(C2c3[nH]c4ccccc4c3C[C@H]3C(=O)N(CCCO)CC(=O)N23)cc1OC (some centres not stated)	-9%
CCOC(=O)CSc1nnc(NC(=O)C2CC(=O)N(c3ccc(F)cc3)C2)s1 (configuration not stated)	-2%
O=C(NCc1ccco1)c1cccc(S(=O)(=O)N2CCCC2)c1	-8%
COc1ccc(C)cc1S(=O)(=O)N(CC(=O)NC1CCCC1)c1ccc(F)cc1	-7%
CCCCOP(=O)(c1ccc(N(C)C)cc1)C(O)c1c(Cl)cccc1Cl (configuration not stated)	1%

Laid out differently: results already given.
| canonical_smiles | LYP inhibition |
| --- | --- |
| COc1cccc(N2CCN(C(=O)c3ccc(CS(=O)c4ccccc4C)o3)CC2)c1 (configuration not stated) | -8% |
| CCOC(=O)CSc1nnc(NC(=O)C2CC(=O)N(c3ccc(F)cc3)C2)s1 (configuration not stated) | -2% |
